CendR NRP1 mod – modulators of CendR peptide binding to NRP-1, primary screen, biochemical, fluorescence polarization, uHTS; 0.85% of 360,000 active; Neuropilin-1 (Homo sapiens), O14786; inhibition, % at 25 µM; AID 602438, 2012; FAM-RPARPAR peptide binding to NRP-1;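 active = inhibition or corrected inhibition above about 18%, plus a signal ratio from 0.5 to 1.5, limit read from the data, passing the limit was not always enough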; also: strong numbers were not always called active
DNMT1 block – human DNMT1 methyltransferase inhibitors, primary screen, biochemical, molecular beacon, fluorescence, HinP1I cleavage, uHTS; DNA (cytosine-5)-methyltransferase 1 (Homo sapiens), P26358; inhibition (reported as % activation of signal), % at 10 µM; 0.83% of 360,000 active; in the data active = inhibition above about 50%
LMPTP block – LMPTP phosphatase inhibitors, primary screen, biochemical, fluorescence intensity, uHTS | recombinant LMPTP-A, OMFP fluorogenic substrate | inhibition, % at 20 µM | 0.22% of 360,000 active | Low molecular weight phosphotyrosine protein phosphatase (Homo sapiens), P24666;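 active = compounds that cut the enzyme signal by at least half of the control window in the single-dose screen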;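 also: plate controls were DMSO wells with enzyme plus substrate for no effect and substrate without enzyme for full effect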
Target sequence (P24666 whole entry, looked up): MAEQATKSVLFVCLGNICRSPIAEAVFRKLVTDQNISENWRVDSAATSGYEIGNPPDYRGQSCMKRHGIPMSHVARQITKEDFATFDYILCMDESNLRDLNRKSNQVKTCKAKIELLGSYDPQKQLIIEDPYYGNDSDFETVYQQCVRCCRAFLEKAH
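material = LMPTP-A | quantity = 0.625 nM enzyme | reagent = OMFP substrate, 400 µM final | buffer or medium = Bis-Tris pH 6.0, DTT, detergent | detection = endpoint fluorescence intensity from OMFP dephosphorylation | dosing = single 20 µM dose | read-out basis = % inhibition relative to no-enzyme and uninhibited control wells | control set = no-enzyme and uninhibited controls | timing = 50 min at room temperature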
bovine MsrA act – bovine MsrA enzyme activators, primary screen, biochemical, absorbance, HTS | purified bovine MsrA, absorbance read-out | activation, % at 10.6 µM | 0.3% of 360,000 active | AID 602163, 2012; in the data active = activation above about 7.5%;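 also: 0% = vehicle and 100% = reference activator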
STEP inh – STEP phosphatase inhibitors, primary screen, biochemical, fluorescence intensity, uHTS; Tyrosine-protein phosphatase non-receptor type 5 (Homo sapiens), P54829; recombinant STEP, OMFP fluorogenic substrate; inhibition, % at 20 µM; 0.25% of 360,000 active; AID 588621, 2011;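 active = inhibition at 20 µM, scaled per plate between control wells, above about 37%, limit read from the data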;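 also: 0% = DMSO with enzyme and substrate and 100% = substrate only without enzyme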
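Test system: STEP tyrosine phosphatase / Reagent: OMFP at 25 µM / Doses: 20 µM, 1% DMSO / Read-out: percent inhibition scaled to no-enzyme and uninhibited-enzyme controls, plate-pattern corrected / Detection: FITC-channel fluorescence of OMFP product / Medium: Bis-Tris buffer pH 6.0, 2.5 mM DTT, 0.005% Tween 20 / Schedule: 20 min at room temperature, dark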
MsrA inhibitor – bovine MsrA enzyme inhibitors, primary screen, biochemical, absorbance, HTS. Methionine sulfoxide reductase A (Bos taurus). AID 651718, 2012. 0.75% of 360,000 active. purified bovine MsrA, absorbance read-out. inhibition, % at 15.5 µM; in the data active = inhibition above about 4.5%;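 also: 0% = vehicle wells with enzyme and 100% = reference inhibitor wells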
Tb MetRS inh – T. brucei MetRS inhibitors, primary screen, biochemical, luminescence; methionyl-tRNA synthetase (Trypanosoma brucei brucei); 0.4% of 360,000 active; AID 624268, 2012; purified T. brucei MetRS, ATP depletion, Kinase-Glo luminescence; inhibition, % at 11.9 µM;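 active = inhibition above a per-plate cutoff of the control wells' mean inhibition plus 3 SD, cut at about 5.5% in these data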;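 also: 0% = DMSO wells median and 100% = median of wells with control inhibitor compound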
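Dosing: 11.9 µM compound single dose, 0.9% DMSO; Assay system: purified T. brucei MetRS enzyme; Measured by: Kinase-Glo luciferase luminescence reporting remaining unconsumed ATP; Schedule: 15 min plus 2 h at 25 °C.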
Scp-1 inhibitor – Scp-1 phosphatase inhibitors, primary screen, biochemical, colorimetric, uHTS. Carboxy-terminal domain RNA polymerase II polypeptide A small phosphatase 1 (Homo …. Recombinant Scp1, phosphopeptide, malachite green phosphate absorbance. inhibition, % at 20 µM. 0.88% of 340,000 active. AID 493091, 2011;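 active = inhibition above about 50% at 20 µM, limit read from the data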;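 also: plate controls were DMSO wells with enzyme for no effect and wells lacking enzyme for full effect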
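Times: enzyme reaction 45 min at room temperature, colour 5 min, stabilisation 30 min. Material: SCP-1 catalytic fragment, aa 76-261. Medium: Acidic Tris acetate buffer with magnesium and detergent. Signal: colorimetric free-phosphate detection, absorbance 630 nm. Read-out basis: % inhibition of SCP-1 phosphate liberation. Reagent: Phosphorylated 17-residue peptide substrate.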
SUMO1-SIM PPI – modulators of SUMO1 protein-protein interactions, primary screen, biochemical, uHTS; SUMO1 binding to a labelled peptide, TR-FRET, 1 h; inhibition, % at 20 µM; AID 602429, 2012; 0.33% of 360,000 active; in the data active = inhibition above about 37%
Target sequence (P63165 whole entry, looked up): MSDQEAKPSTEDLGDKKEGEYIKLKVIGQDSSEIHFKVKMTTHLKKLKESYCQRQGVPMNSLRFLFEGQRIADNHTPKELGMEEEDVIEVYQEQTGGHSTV
eLon inh – inhibitors of E. coli Lon protease, primary screen, biochemical, fluorescence polarization; purified E. coli Lon protease; inhibition, % at 7.94 µM; 0.42% of 360,000 active; P0A9M0; in the data active = inhibition above about 13%, passing the limit was not always enough;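 also: 0% = enzyme with probe and DMSO and 100% = no enzyme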
Target sequence (P0A9M0 whole entry, looked up): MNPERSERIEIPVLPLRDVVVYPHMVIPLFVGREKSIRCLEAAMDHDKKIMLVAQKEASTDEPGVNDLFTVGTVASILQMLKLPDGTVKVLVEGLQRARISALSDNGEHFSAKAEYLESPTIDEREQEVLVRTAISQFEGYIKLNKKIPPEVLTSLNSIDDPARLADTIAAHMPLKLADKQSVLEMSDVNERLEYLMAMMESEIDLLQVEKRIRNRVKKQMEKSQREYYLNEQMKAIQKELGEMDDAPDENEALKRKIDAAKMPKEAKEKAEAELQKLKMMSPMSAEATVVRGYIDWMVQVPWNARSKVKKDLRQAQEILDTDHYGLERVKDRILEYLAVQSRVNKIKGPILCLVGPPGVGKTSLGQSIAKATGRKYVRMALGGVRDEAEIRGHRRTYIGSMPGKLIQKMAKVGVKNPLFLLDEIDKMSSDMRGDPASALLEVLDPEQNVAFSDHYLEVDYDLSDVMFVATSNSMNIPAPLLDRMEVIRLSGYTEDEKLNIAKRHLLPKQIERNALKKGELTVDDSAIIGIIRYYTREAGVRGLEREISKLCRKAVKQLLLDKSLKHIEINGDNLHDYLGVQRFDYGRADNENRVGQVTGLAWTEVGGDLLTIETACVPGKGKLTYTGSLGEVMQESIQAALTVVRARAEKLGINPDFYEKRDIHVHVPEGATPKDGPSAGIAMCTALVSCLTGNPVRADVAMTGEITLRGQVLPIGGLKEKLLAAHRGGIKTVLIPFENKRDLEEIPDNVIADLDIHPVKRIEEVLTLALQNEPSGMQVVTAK
Starred values were filed as active, the others as inactive.

How did Cc1ccc(C(=O)N2CCN(Cc3ccc4c(c3)OCO4)CC2)c(Cl)c1 do in these assays?
CendR NRP1 mod: 10; DNMT1 block: 3; LMPTP block: -0.8; bovine MsrA act: 2; STEP inh: -2; MsrA inhibitor: 0.9; Tb MetRS inh: -0.1; Scp-1 inhibitor: 3; SUMO1-SIM PPI: 4; eLon inh: 1

Results for c1ccc(-c2ccc3cnccc3n2)cc1 ?
CendR NRP1 mod: 1; DNMT1 block: 2; LMPTP block: -1.9; bovine MsrA act: -1; STEP inh: 0; MsrA inhibitor: 0.6; Tb MetRS inh: 0.5; SUMO1-SIM PPI: -1; eLon inh: -6

How did CN1CCCC(CC2Oc3ccccc3Sc3ccccc32)C1 (stereo unspecified) do in these assays?
CendR NRP1 mod: 3; DNMT1 block: -5; LMPTP block: -0.7; bovine MsrA act: -2; STEP inh: 0; MsrA inhibitor: -0.4; Tb MetRS inh: -0.4; Scp-1 inhibitor: -2; SUMO1-SIM PPI: 7; eLon inh: -2

What do the screens show for `COc1ccc(-n2c(N)c(Br)c(=O)[nH]c2=O)cc1`?
CendR NRP1 mod: -9; DNMT1 block: -2; LMPTP block: -0.6; bovine MsrA act: -1; STEP inh: -4; MsrA inhibitor: -0.8; Tb MetRS inh: -1.7; Scp-1 inhibitor: -4; SUMO1-SIM PPI: -4; eLon inh: -1

What do the screens show for `Cn1c(CCNC(=O)c2ccc(Cl)cc2)n[nH]c1=S`?
CendR NRP1 mod: -5; DNMT1 block: -2; LMPTP block: -0.3; bovine MsrA act: 3; STEP inh: 0; MsrA inhibitor: -0.8; Tb MetRS inh: -0.4; Scp-1 inhibitor: 1; SUMO1-SIM PPI: 5; eLon inh: -4

Results for C=C(C)CN(CC)C(=O)CSc1ccc(S(=O)(=O)N2CCN(C)CC2)cn1 ?
CendR NRP1 mod: -7; DNMT1 block: 5; LMPTP block: -0.6; bovine MsrA act: -1; STEP inh: -1; MsrA inhibitor: -1.3; Tb MetRS inh: -0.3; Scp-1 inhibitor: -6; SUMO1-SIM PPI: 4; eLon inh: 6

What do the screens show for `Cc1ccc(OCC(=O)Nc2ccc3c(c2)C(=O)NC3=O)c(C)c1`?
CendR NRP1 mod: 18; DNMT1 block: -1; LMPTP block: -23; bovine MsrA act: -3; STEP inh: 0; MsrA inhibitor: -0.8; Tb MetRS inh: -0.3; Scp-1 inhibitor: 4; SUMO1-SIM PPI: -14; eLon inh: 16

What do the screens show for `COc1ccc(C(=O)N/N=C/c2ccc(OC)c(COc3ccccc3)c2)cc1`?
CendR NRP1 mod: 15; DNMT1 block: -4; LMPTP block: 0.4; bovine MsrA act: -12; STEP inh: 2; MsrA inhibitor: 1.6; Tb MetRS inh: -1.0; Scp-1 inhibitor: 0; SUMO1-SIM PPI: -4; eLon inh: 6

What do the screens show for `O=C(NCC(c1ccco1)N1CCCC1)c1cn(Cc2ccccc2)nc1-c1ccccc1` (stereo unspecified)?
CendR NRP1 mod: -16; DNMT1 block: -10; LMPTP block: 0.8; bovine MsrA act: -3; STEP inh: 0; MsrA inhibitor: 0.1; Tb MetRS inh: -0.3; Scp-1 inhibitor: -5; SUMO1-SIM PPI: -4; eLon inh: -15

Results for COc1cccc(/C=N/NC(=O)C(C)Cn2cnc3ccccc32)c1 (stereo unspecified) ?
CendR NRP1 mod: 7; DNMT1 block: -1; LMPTP block: -0.6; bovine MsrA act: -1; STEP inh: 0; MsrA inhibitor: -0.1; Tb MetRS inh: -0.5; Scp-1 inhibitor: -27; SUMO1-SIM PPI: -4; eLon inh: 2

What do the screens show for `O=C(N=C1SC2CS(=O)(=O)CC2N1CCc1ccc(F)cc1)C1CCCCC1` (stereo unspecified)?
CendR NRP1 mod: 4; DNMT1 block: 5; LMPTP block: 0.1; bovine MsrA act: -5; STEP inh: -3; MsrA inhibitor: 0.3; Tb MetRS inh: -0.3; Scp-1 inhibitor: -2; SUMO1-SIM PPI: 1; eLon inh: 9

Results for Cn1c(=N)n(CC(=O)c2ccc(Br)cc2)c2ccccc21 ?
CendR NRP1 mod: -1; DNMT1 block: -4; LMPTP block: 1.7; bovine MsrA act: -3; STEP inh: -3; MsrA inhibitor: 0.9; Tb MetRS inh: 1.4; Scp-1 inhibitor: -9; SUMO1-SIM PPI: -2; eLon inh: 7

How did Cc1ccc(S(=O)(=O)N2CCOCC2)cc1C(=O)Nc1cccc(C(=O)NC2CC2)c1 do in these assays?
CendR NRP1 mod: -4; DNMT1 block: 1; LMPTP block: -1.6; bovine MsrA act: -3; STEP inh: -3; MsrA inhibitor: -0.1; Tb MetRS inh: -0.4; Scp-1 inhibitor: 0; SUMO1-SIM PPI: 0; eLon inh: -2

How did CS(=O)(=O)c1ccc(S(=O)CC(=O)OCc2ccccc2)c([N+](=O)[O-])c1 (stereo unspecified) do in these assays?
CendR NRP1 mod: 2; DNMT1 block: -1; LMPTP block: -1.6; bovine MsrA act: 4; STEP inh: -1; MsrA inhibitor: 1.6; Tb MetRS inh: 0.6; Scp-1 inhibitor: -5; SUMO1-SIM PPI: -22; eLon inh: -4

How did CCOC(=O)c1c(NC(=O)C(F)(OC)C(F)(F)F)sc(C(=O)N2CCCCC2)c1C (stereo unspecified) do in these assays?
CendR NRP1 mod: -2; DNMT1 block: 0; LMPTP block: 1.7; bovine MsrA act: 1; STEP inh: 5; MsrA inhibitor: -2.3; Tb MetRS inh: -0.5; Scp-1 inhibitor: -5; SUMO1-SIM PPI: -2; eLon inh: 10

Compounds listed so far that have fluorine:
What do the screens show for `O=C(N=C1SC2CS(=O)(=O)CC2N1CCc1ccc(F)cc1)C1CCCCC1` (stereo unspecified)?
CendR NRP1 mod: 4; DNMT1 block: 5; LMPTP block: 0.1; bovine MsrA act: -5; STEP inh: -3; MsrA inhibitor: 0.3; Tb MetRS inh: -0.3; Scp-1 inhibitor: -2; SUMO1-SIM PPI: 1; eLon inh: 9

How did CCOC(=O)c1c(NC(=O)C(F)(OC)C(F)(F)F)sc(C(=O)N2CCCCC2)c1C (stereo unspecified) do in these assays?
CendR NRP1 mod: -2; DNMT1 block: 0; LMPTP block: 1.7; bovine MsrA act: 1; STEP inh: 5; MsrA inhibitor: -2.3; Tb MetRS inh: -0.5; Scp-1 inhibitor: -5; SUMO1-SIM PPI: -2; eLon inh: 10

Continuation.
Results for Cc1ccc(S(=O)(=O)NCC(=O)N(CC(=O)NCc2ccco2)Cc2ccc3c(c2)OCO3)cc1 ?
CendR NRP1 mod: 2; DNMT1 block: -2; LMPTP block: -0.2; bovine MsrA act: -5; STEP inh: -5; MsrA inhibitor: 0.4; Tb MetRS inh: 0.3; Scp-1 inhibitor: 20; SUMO1-SIM PPI: -4; eLon inh: -5

How did C=CCN1C=CC(=O)[C@@H](OC(=O)Nc2ccc(Br)cc2)[C@H]1c1ccccc1Br do in these assays?
CendR NRP1 mod: -8; DNMT1 block: 7; LMPTP block: 1.3; bovine MsrA act: 3; STEP inh: -4; MsrA inhibitor: 2.1; Tb MetRS inh: 0.0; Scp-1 inhibitor: -5; SUMO1-SIM PPI: -1; eLon inh: 7

How did O=C1NC(=O)/C(=C\c2ccccc2OCc2ccc([N+](=O)[O-])cc2)N1 do in these assays?
CendR NRP1 mod: -1; DNMT1 block: 2; LMPTP block: 31; bovine MsrA act: -3; STEP inh: 7; MsrA inhibitor: 0.0; Tb MetRS inh: 0.7; Scp-1 inhibitor: 1; SUMO1-SIM PPI: -8; eLon inh: 4

How did Cc1ccc2oc(C(=O)NCc3ncc(C)[nH]3)c(C)c2c1 do in these assays?
CendR NRP1 mod: 22; DNMT1 block: 2; LMPTP block: -0.7; bovine MsrA act: -5; STEP inh: -1; MsrA inhibitor: 0.1; Tb MetRS inh: -0.5; Scp-1 inhibitor: -6; SUMO1-SIM PPI: 1; eLon inh: -1

What do the screens show for `C#CC(C)OC(=O)Nc1cnccc1C(F)(F)F` (stereo unspecified)?
CendR NRP1 mod: -4; DNMT1 block: 0; LMPTP block: -0.5; bovine MsrA act: -1; STEP inh: -1; MsrA inhibitor: -1.5; Tb MetRS inh: -0.2; Scp-1 inhibitor: 4; SUMO1-SIM PPI: 6; eLon inh: -4

Results for Cc1ccsc1/C=N/NC(=O)c1cccc(S(=O)(=O)Nc2ccccc2Cl)c1 ?
CendR NRP1 mod: -9; DNMT1 block: 33; LMPTP block: 1.4; bovine MsrA act: -8; STEP inh: 0; MsrA inhibitor: 1.4; Tb MetRS inh: -0.5; Scp-1 inhibitor: -5; SUMO1-SIM PPI: 12; eLon inh: -7

What do the screens show for `C/C(=C/C(=O)N1CCN(C)CC1)C(=O)O`?
CendR NRP1 mod: -11; DNMT1 block: -1; LMPTP block: -6.4; bovine MsrA act: 0; STEP inh: -2; MsrA inhibitor: 0.8; Tb MetRS inh: -0.1; Scp-1 inhibitor: -5; SUMO1-SIM PPI: 0; eLon inh: -7

Results for O=C(CN1CCN(c2ccc(O)cc2)CC1)Nc1cc(S(=O)(=O)N2CCCC2)ccc1Cl ?
CendR NRP1 mod: -2; DNMT1 block: 6; LMPTP block: 2.4; bovine MsrA act: -14; STEP inh: -5; MsrA inhibitor: 0.3; Tb MetRS inh: -1.6; Scp-1 inhibitor: 11; SUMO1-SIM PPI: 12; eLon inh: 2

How did CCOC(=O)c1cc(OC(=O)Cc2ccc(OC)c(S(=O)(=O)N3CCOCC3)c2)cc(C(=O)OCC)c1 do in these assays?
CendR NRP1 mod: 2; DNMT1 block: 6; LMPTP block: -1.5; bovine MsrA act: -5; STEP inh: 5; MsrA inhibitor: -0.3; Tb MetRS inh: 0.2; SUMO1-SIM PPI: 0; eLon inh: -2
